LDHA inh = qHTS assay for inhibitors of human lactate dehydrogenase; L-lactate dehydrogenase A chain (Homo sapiens), P00338; activity change, % (values are at about 110 or 230 µM); 480,000 tested, 0.15% active; AID 1347041, 2019; purified LDHA, NADH/diaphorase-resazurin fluorescence; active compounds read low; in the data active = activity change below about -30%; inconclusive = mostly about -25% to -30%;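 note: plate controls were DMSO wells for no effect and wells without enzyme for full effect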
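Human LDH5 at 2 nM final in Tris HCl pH 7.4 with 0.06 mM NADH and 0.2 mM pyruvate, reacted 5 minutes at room temperature. Remaining NADH coupled via diaphorase/resazurin; resorufin fluorescence read at 0 and 20 minutes, normalized to enzyme-free and DMSO wells.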
* = called active by the depositor; ? = inconclusive. A portion of the library; count on the stated rates, not on these rows.

Structure | LDHA inh
CC1(c2cccc3ccccc23)NC(=O)N(Cc2ncc(-c3ccccc3)o2)C1=O (configuration not stated) | 9
CC(C)NC(=O)CN1CCN(C(=O)c2cc3cc(Br)ccc3[nH]2)CC1 | 0
Cc1ccc(NC(=O)C(C#N)=C2CCCCC2)cc1 | -2
Cn1c(=O)c2c(n(C)c1=O)n(CC(=O)NC(C)(C)C)c(=O)n2C | 2
Cc1ccc(-c2nnn(Cc3coc(-c4ccccc4)n3)n2)cc1 | -10
N#Cc1ccc(/C=C/c2nc3ccccc3s2)cc1 | -16
Cc1ccc(Sc2nc3c(c(=O)[nH]c(=O)n3C)n2Cc2ccccc2)cc1 | -1
O=C1CN(C(=O)Cc2ccc(F)cc2)C(c2ccc(F)cc2)c2cc(Cl)ccc2N1 (configuration not stated) | 0

The list continues.
Structure | LDHA inh
N#Cc1nc(-c2ccc(S(=O)(=O)N3CCc4ccccc4C3)cc2)oc1NCCCn1ccnc1 | -1
COc1ccc(Cl)cc1NC(=O)N1CCN(c2nc3ccccc3n2Cc2ccccc2)CC1 | -3
COC(=O)C1(NC(=O)c2ccc3c(c2)OCCCO3)CCCCC1 | -18
COc1ccc(N2C(=O)CCC2(C)C(=O)NC2CCCC2)c(OC)c1 (configuration not stated) | 6
Nc1cccc(OCC2CCCO2)c1 (configuration not stated) | 7
CS(=O)(=O)Nc1cccc(CNC(=O)CC2CCCCC2)c1 | 10
Cc1noc(N)c1C(=O)OC(C)C(=O)NC1CCCCCC1 (configuration not stated) | 11
CN(CC(=O)NC(C)(C)C)C(=O)CSc1nnc(-c2cc3c(s2)CCC(C(C)(C)C)C3)n1C (configuration not stated) | -10

4 of the compounds above, as labelled records.
SMILES: Nc1cccc(OCC2CCCO2)c1 (configuration not stated)
- LDHA inh = 7
SMILES: CS(=O)(=O)Nc1cccc(CNC(=O)CC2CCCCC2)c1
- LDHA inh = 10
SMILES: Cc1noc(N)c1C(=O)OC(C)C(=O)NC1CCCCCC1 (configuration not stated)
- LDHA inh = 11
SMILES: CN(CC(=O)NC(C)(C)C)C(=O)CSc1nnc(-c2cc3c(s2)CCC(C(C)(C)C)C3)n1C (configuration not stated)
- LDHA inh = -10

New compounds follow.
Structure | LDHA inh
Cc1ccc(OCC(=O)Nc2ccc3oc(-c4ccccc4)nc3c2)c(C)c1 | -1
CCOc1cc(C(c2c(C)[nH][nH]c2=O)c2c(C)[nH][nH]c2=O)ccc1OCc1ccc(F)cc1 | 14
O=C(CCc1ccccc1)NCCc1c[nH]c2ccccc12 | -6
COc1cc(CNC(C)(C)CO)cc(Cl)c1OCc1cccs1 | 2
O=C(NCc1ccco1)C1CCN(c2nccn3nc(-c4ccc(F)cc4)cc23)CC1 | 6
O=S(=O)(CCN1CCC2(CC1)OCCO2)c1ccccc1 | 4
CC(=O)c1ccc(CC(=O)O)s1 | 9
CNCCCNCc1ccc(C)s1 | 2

(next part)
Structure | LDHA inh
COc1ccc(CNC(=O)c2nc(-c3ccccc3)oc2C)cc1OC | -7
CC1(C(=O)OCc2cc(=O)oc3cc4c(cc23)CCC4)CC1(Cl)Cl (configuration not stated) | -6
COc1ccc(OC)c(C2C3=C(CC(C)(C)CC3=O)Nc3ccccc3N2C(=O)C(F)(F)F)c1 (configuration not stated) | 4
O=C(COc1ncnc2ccccc12)Nc1cccc(F)c1 | 5
CCOc1ccc(Nc2nc(N)c(C(=O)c3ccc(OC)c(OC)c3)s2)cc1 | ?
COc1cc(OC)cc(C(=O)N(C)Cc2cc(Br)ccc2OC)c1 | -5
Cc1cc(C)c(NC(=O)CC(C)(C)CC(=O)O)c(C)c1 | -1
O=C(NC1CCc2cc(F)ccc21)C1CCCC1 (configuration not stated) | 5

Later entries:
Structure | LDHA inh
OCCNc1nc(Nc2cccc(Cl)c2)nc2nccnc12 | 3
Cc1[nH]c2ccccc2c1C1c2ccccc2C(=O)N1CCC(=O)NCCN(C)C (configuration not stated) | 4
C=C(C)Cn1c(N2CCOCC2)nc2c1c(=O)n(C)c(=O)n2C | 1
CC(C)(C)c1ccc(C2CCCN2CC(=O)N2CCCCC2)cc1 (configuration not stated) | -1
Cc1oc(-c2cccs2)nc1C(=O)N1CCOCC1 | 1
COC(=O)c1sc(=S)n(-c2cccc(C)c2C)c1N | -2
COc1ccc(C(C)=O)cc1CN1CCCC(C)C1 (configuration not stated) | 9
Cc1nnc(N2C(=O)C(O)=C(C(=O)c3cccs3)C2c2ccc(C(C)(C)C)cc2)s1 (configuration not stated) | 5

More entries follow.
Structure | LDHA inh
CCn1cnc2c1c(=O)n(CC(=O)Nc1ccc(Oc3ccccc3)cc1)c(=O)n2Cc1ccccc1 | -12
O=C(c1ccc2ncsc2c1)N(Cc1ccc(F)cc1)C1CC1 | -4
O=C(Nc1cccc(C(F)(F)F)c1)c1nc2ccccc2nc1N1CCCCC1 | 0
COC(=O)c1ccccc1NS(=O)(=O)c1c(C)nn(C)c1C | 9
COc1cccc(Oc2coc3cc(OC(=O)c4ccc(F)cc4)ccc3c2=O)c1 | 8
CCCCn1c(SCC(=O)NC(C)(C)C)nc2ccccc2c1=O | 0
COc1ccc(CCn2c(N3CCN(CCO)CC3)nc3c2c(=O)[nH]c(=O)n3C)cc1 | 1
CC(C)CC(NC(=O)C1CCCCC1)C(=O)O (configuration not stated) | 8

Next section.
Structure | LDHA inh
O=C(CCc1ncc(-c2ccc(F)cc2)o1)N1CCCCC1Cc1ccccc1 (configuration not stated) | 2
CCCCCC1C(O)CC(c2ccccc2)N(C)C1c1ccccc1 (configuration not stated) | 9
CCOC(=O)Nc1ccc(NS(=O)(=O)c2cc(F)cc(F)c2)cc1 | -2
C=CCc1c(C)c2ccc(OCC(=O)c3ccccc3)cc2oc1=O | -7
CCOCCCNCc1ccc(F)cc1Cl | 5
CN(CC(=O)N(C)C1CCCCCC1)c1ncnc2nc[nH]c12 | -10
CC(=O)Nc1ccc(Cl)c(-c2nc3cc(C)ccc3o2)c1 | -22
Cc1ccccc1/C=C/C(=O)c1cc2ccccc2o1 | -1

Following part.
Structure | LDHA inh
CC(NC(=O)c1ccc[n+]([O-])c1)c1cccc2ccccc12 (configuration not stated) | 12
[O-][n+]1onc(-c2ccccc2)c1CO | -2
CC(=O)c1c(C)[nH]c(C(=O)OC(C)c2nc(-c3ccccc3)no2)c1C (configuration not stated) | -4
CC(OC(=O)c1ccc2c(c1)NC(=O)CS2)C(=O)c1ccccc1 (configuration not stated) | 1
CCOc1ccc2ncc(C#N)c(Nc3cc(OC)c(OC)c(OC)c3)c2c1 | 15
CC(C)(C)c1ccc(C2(C)NC(=O)N(Cc3ncc(-c4ccccc4)o3)C2=O)cc1 (configuration not stated) | 0
CCc1ccc2c(c1)cc(S(=O)(=O)c1ccccc1)c(=O)n2CC(=O)N1CCCCC1 | 8
COc1ccc(N/C=C/C(=O)c2ccc(Br)cc2)cc1Cl | 11

More structures follow:
Structure | LDHA inh
CCOc1c(Br)cc(/C=C2/NC(=O)NC2=O)cc1Br | 9
COC(=O)c1ccc2c(=O)[nH]c(CN(C)CC(=O)Nc3cccc(F)c3)nc2c1 | -7
CCc1nc2ccc(C(=O)NCCCN(CC)CC)cc2nc1CC | 1
Cc1ccc(NC(=O)c2nnc(SCC(=O)NC3CCCC3)s2)cc1 | -2
CC(C)NC(=O)c1ccc(Cl)cc1-n1cnnn1 | -20
COc1ccc(OCC(=O)Nc2cccc(-c3nc4cc(C)c(C)cc4o3)c2)cc1 | 5
COc1ccc(CN(Cc2ccccc2)S(=O)(=O)c2ccccc2)cc1COc1ccc(NC(C)=O)cc1 | -2
Cc1c(Nc2nc3ccc(Cl)cc3n3cnnc23)cccc1[N+](=O)[O-] | 12

Continuation.
Structure | LDHA inh
CCCCc1nc(CN2CCN(c3cccc(F)c3C#N)CC2)no1 | 0
O=C(COC(=O)c1ccc2ccccc2n1)NCCc1ccccc1 | 0
CCCCCCC1C2=C(CC(C)(C)CC2=O)OC2=C1C(=O)CC(C)(C)C2 | 2
O=C(NCc1ccc(F)cc1)N1CCN(Cc2ccc(C(F)(F)F)cc2)CC1 | 4
O=C(CN1CCN(c2cnn(-c3ccccc3)c(=O)c2Cl)CC1)Nc1ccc2ccccc2c1 | 4
Clc1ccc(-c2csc(NC3CC3)n2)c(Cl)c1 | 3
CC(C)NC(=O)NC(=O)Cn1cnc2c1c(=O)n(C)c(=O)n2C | 4
CCc1cccc2c(C(=O)O)cc(-c3ccccn3)nc12 | -7

(cont.)
Structure | LDHA inh
CCCCNc1nc(-c2c(N)n(CCC)c(=O)n(C)c2=O)cs1 | 4
COc1ccccc1-c1nnc(SCC(=O)N(C)C2(c3ccccc3Cl)CCCCC2=O)o1 (configuration not stated) | 18
Cc1nc2ccc(C(=O)OC(C)C(=O)NC3CCCC3)cc2nc1C (configuration not stated) | 14
C=C(Br)CN1CCOCC1 | 3
CC(C)CNC(=O)C1CCCC1 | -4
Cc1cc(C(=O)Nc2c(C(C)C)cccc2C(C)C)cs1 | -4
Cc1cc(C(=O)NCCc2ccccn2)c(C)s1 | -15
Cc1ccc(NC(=O)c2cc(C3CC3)nc3ccccc23)c(C)c1 | 0

(further entries)
Structure | LDHA inh
N#Cc1nc(COc2ccc(Br)cc2)oc1N1CCC(C(N)=O)CC1 | 4
CCOc1cc(/C=C/c2nc3ccccc3s2)ccc1O | 3
Cc1ccc(CNC(=O)[C@H](Cc2ccccc2)NC(=O)c2cccs2)n1C | -6
CCN(CC(=O)NCc1cccs1)C(=O)C1CC(=O)N(c2cccc3ccccc23)C1 (configuration not stated) | -1
CN1CCN(c2oc(-c3ccccc3)nc2S(=O)(=O)c2ccc3c(c2)OCCO3)CC1 | -24
CC(C)c1ccc2c(c1)-c1ccccc1S(=O)(=O)N2CC(=O)NCc1cccnc1 | -7
COc1ccc(CNc2nccn(-c3ccc(C(C)C)cc3)c2=O)cc1OC | 3
O=C(Nc1ccccc1C(F)(F)F)c1c(Cl)cccc1Cl | -1

Brought forward from above: 3 entries; new compounds follow.
Structure | LDHA inh
CC(C)c1ccc2c(c1)-c1ccccc1S(=O)(=O)N2CC(=O)NCc1cccnc1 | -7
COc1ccc(CNc2nccn(-c3ccc(C(C)C)cc3)c2=O)cc1OC | 3
O=C(Nc1ccccc1C(F)(F)F)c1c(Cl)cccc1Cl | -1
O=C(O)C(c1c[nH]c2ccc(CO)cc12)N1CCCN(c2ccc(C(F)(F)F)cn2)CC1 (configuration not stated) | -5
CCOc1ccc(CN(C)CC(=O)Nc2ccc(Cl)c(Cl)c2)cc1OC | -1
CCOc1ccccc1/C=C1/Cc2c(O)cccc2C1=O | 11
COCCNC(=O)c1ccc(-c2nc(CS(=O)c3ccc(C)cc3)c(C)o2)cc1 (configuration not stated) | 7
NC(=O)CN1c2ccc(Br)cc2-c2ccccc2S1(=O)=O | -6
Cc1cccc(Nc2nnc(-c3cc4ccc(O)cc4oc3=O)s2)c1 | -1
Cc1cccc(C(=O)OCC(=O)c2cccs2)c1O | 2
CCc1ccc(NS(=O)(=O)c2ccc3c(c2)C(C)(C)C(=O)N3)cc1 | -1

Going on with the list:
Structure | LDHA inh
CC(=O)NC(CC(=O)N1CCN(CC(=O)Nc2cccc(C)c2C)CC1)c1ccccc1 (configuration not stated) | -1
Cc1cc(Nc2ccccc2)nc(N2CCN(C(=O)Nc3cccc(Cl)c3)CC2)n1 | -2
CCCNc1c(NC(=O)c2ccccc2OCC)c(=O)oc2ccccc12 | 3
CCOc1ccc(-c2nc(CS(=O)Cc3cc(C)ccc3C)cs2)cc1OC (configuration not stated) | 8
C/C=C/Cn1c(N2CCN(C)CC2)nc2c1c(=O)[nH]c(=O)n2C | -1
Cn1c(-c2ccccc2)c(C(=O)C(N)=O)c2ccccc21 | 4
COc1ccc(N2Cc3cccc(C(=O)NCc4ccc(Cl)cc4)c3C2=O)cc1 | -3
COc1ccc2c(C)c(CC(=O)Nc3cccc(C(C)=O)c3)c(=O)oc2c1OC | -3

Next section
Structure | LDHA inh
CCc1ccc2oc(=O)cc(CN3CCN(C(=O)c4ccco4)CC3)c2c1 | -11
N#Cc1nc(COc2ccc(-c3ccccc3)cc2)oc1NCCN1CCOCC1 | -2
O=C1/C(=C/c2cccc(F)c2)C(c2ccccc2)Oc2ccccc21 (configuration not stated) | 2
Nc1cccc(C(=O)O)c1[N+](=O)[O-] | 2
CC(C)CCNC(=O)CC(c1ccc(F)cc1)N1Cc2ccccc2C1=O (configuration not stated) | -1
N#C/C(=C/c1ccccc1OCc1cccc(C(F)(F)F)c1)C(=O)NCc1ccc(F)cc1 | 11
CCN(Cc1cccc(F)c1)C(=O)Cn1nnn(-c2cccs2)c1=O | 6
O=C(/C=C/c1ccc(-c2cc(Cl)ccc2Cl)o1)c1ccc(F)cc1 | 4

Additional results:
Structure | LDHA inh
CCCc1ccc(/C(C)=N/NC(=O)C2CC2c2ccccc2)cc1 (configuration not stated) | 2
CC1CCCc2sc3nc(SCC(=O)c4ccc(Cl)cc4)nc(N)c3c21 (configuration not stated) | 11
O=C(NCc1ccccn1)c1ccc(CN2C(=O)CCn3nccc32)cc1 | 2
CC(Cc1ccc(Br)cc1)NC(=O)C1CC2CCC1C2 (configuration not stated) | -5
O=C(CSc1nnc2n(-c3ccccc3)c(=O)c3ccccc3n12)Nc1ccccc1C(F)(F)F | -2
CC1(C)C2CCC1(C(=O)Nc1ccc(F)c(F)c1)C(=O)C2 (configuration not stated) | -5
CCn1cc2c(C(F)(F)F)cc(=O)n(CCC(=O)O)c2n1 | 3
CC(C(=O)Nc1ccccc1Cl)n1nc(-c2ccccc2)ccc1=O (configuration not stated) | 9
CN(C)C(=O)c1c(F)cccc1F | 5

High-throughput results as filed in PubChem.
